VHR inh abs = DUSP3 (human) phosphatase inhibition; 290,000 tested, 0.52% active; recombinant VHR phosphatase, pNPP absorbance; inhibition, % at 13.3 µM; in the data active = inhibition above about 50%; note: some compounds called inactive have numbers as strong as hits
Target sequence (P51452 whole entry, looked up): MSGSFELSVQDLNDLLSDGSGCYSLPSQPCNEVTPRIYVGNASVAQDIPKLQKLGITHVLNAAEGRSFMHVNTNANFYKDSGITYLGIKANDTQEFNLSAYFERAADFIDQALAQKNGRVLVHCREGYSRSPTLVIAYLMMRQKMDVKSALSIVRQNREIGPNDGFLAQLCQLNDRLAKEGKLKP
Vc quorum ag = inducers of Vibrio cholerae quorum light production without autoinducers | V. cholerae BH1578 lux reporter, luminescence, 6 h | AID 588436 | activation, % at 18.7 µM | 350,000 tested, 0.16% active; in the data active = activation mostly above about 9.7%, no sharp cut-off; note: not every result past the cut was called active; inactives centre near 0; reference of the scale not given here
Rv3671c inh = inhibits the M. tuberculosis serine protease Rv3671c; P9WHR9; inhibition, % at 5.96 µM; 320,000 tested, 0.048% active; AID 2606; in the data active = inhibition above about 38%;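 note: extracellular domain of Rv3671c used as enzyme; 0% = enzyme with DMSO and 100% = no enzyme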
Target sequence (P9WHR9 whole entry, looked up, the tested form may be a part): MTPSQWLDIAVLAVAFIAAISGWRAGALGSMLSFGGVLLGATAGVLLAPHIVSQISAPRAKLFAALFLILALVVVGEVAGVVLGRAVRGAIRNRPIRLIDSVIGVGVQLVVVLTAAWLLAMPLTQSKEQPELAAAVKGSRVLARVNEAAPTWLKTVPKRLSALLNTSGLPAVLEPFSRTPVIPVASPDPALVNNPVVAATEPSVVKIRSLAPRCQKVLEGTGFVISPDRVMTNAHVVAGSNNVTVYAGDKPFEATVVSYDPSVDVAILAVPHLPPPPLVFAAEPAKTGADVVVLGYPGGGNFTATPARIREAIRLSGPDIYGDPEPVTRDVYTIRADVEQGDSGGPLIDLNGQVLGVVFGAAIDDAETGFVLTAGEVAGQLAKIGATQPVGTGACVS
3CLpro inhibitor = SARS-CoV 3CLpro protease inhibition. P0C6X7. recombinant SARS-CoV 3CLpro, quenched FRET peptide cleavage. inhibition, % at 6 µM. 290,000 tested, 0.14% active; in the data active = inhibition above about 12%
PrPC TRFRET = reduces human prion protein on the cell surface. inhibition, % at 13.8 µM. P04156. 370,000 tested, 0.43% active. cell surface PrPC, TR-FRET read-out; in the data active = inhibition above about 24%; note: 0% = median of the test wells and 100% = reference compound wells
TcdB inh = inhibitors of Clostridioides difficile toxin B glycohydrolase | P18177 | TcdB glycohydrolase enzymatic assay, plate reader | inhibition, % at 9.99 µM | 350,000 tested, 0.24% active | AID 652162; in the data active = inhibition above about 10%
PriA SSB inh = blocks PriA binding to SSB C-terminal tail; 430,000 tested, 0.6% active; AID 1272365; inhibition, % at 33 µM; AlphaScreen SSBct-PriA binding, biotinylated peptide; in the data active = inhibition mostly above about 37%, no sharp cut-off; inactive = mostly below about 20%;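 note: plate controls were negative control peptide for no effect and reference peptide for full effect; strong numbers were not always called active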
MazEF act = increases E. coli MazEF RNase cleavage of RNA; 350,000 tested, 0.32% active; P0AE70; AID 504720; FAM/BHQ RNA-DNA oligo cleavage fluorescence, 5 h; activation, % at 20 µM; in the data active = activation above about 50%
Target sequence (P0AE70 whole entry, looked up): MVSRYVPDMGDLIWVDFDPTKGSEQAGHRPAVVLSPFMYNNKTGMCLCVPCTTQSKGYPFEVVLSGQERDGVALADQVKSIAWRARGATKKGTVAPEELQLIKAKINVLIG
CCHFV vOTU inh = CCHFV vOTU protease inhibition. AID 651958. Pep-AMC fluorescence. inhibition, % at 11.5 µM. 370,000 tested, 0.55% active; in the data active = inhibition above about 30%; note: 0% = vehicle wells with enzyme and 100% = no enzyme wells
Yp Topo-I inh = Y. pestis Topo-I inhibition via cleavage products; Y. pestis Topo-I cleavage product accumulation, plate reader; activity, % at 10 µM; 360,000 tested, 0.064% active; in the data active = activity above about 50%, passing the limit was not always enough; note: inactives centre near 2
Active calls of the source: *; i = inactive; x = not tested or not shown; & = joins results of further samples.

SMILES	VHR inh abs	Vc quorum ag	Rv3671c inh	3CLpro inhibitor	PrPC TRFRET	TcdB inh	PriA SSB inh	MazEF act	CCHFV vOTU inh	Yp Topo-I inh
CCOC(=O)c1[nH]cnc1C(=O)N1CCC(C)CC1	x	i	7	x	7	1.5	5	0	-2	-1
CCC(c1nnnn1CCOC)N(Cc1cc2cc(C)c(C)cc2[nH]c1=O)CC1CCCO1 (stereo not given)	30	1.4	-6	-2	2	x	-8	10	-5	10
O=C(CNc1ccccc1)Nc1cccc2ccccc12	9	-0.4	3	0	7	0.9	-4	-5	0	-3
COC(=O)CCC(=O)N1CCCC(C(=O)c2ccc(Cl)cc2C)C1 (stereo not given)	2	i	-1	-9	7	1.0	-1	1	-13	-1
O=C(NCCc1ccc(F)cc1)c1ccc(S(=O)(=O)N2CCCC2)cc1	x	i	-13	x	3	2.0	-4	-9	0	5
COc1nc(C)nc2c1sc1nc3c(cc12)COC(C)(C)C3	-11	3.4	8	-2	-2	x	6	2	5	2
O=C(OCCN1C(=O)c2ccccc2C1=O)c1cc(=O)[nH]c2ccccc12	13	i	-4	0	-2	x	-14	4	3	9
CCOc1ccccc1N1CCN(C(=O)c2cc3c(s2)CCC3)CC1	36	i	1	0	8	x	-3	4	20	20
CCCCn1c(N)c(N(CC(C)C)C(=O)CSCC(=O)Nc2ccc(OC)cc2)c(=O)[nH]c1=O	x	-0.8	2	x	-8	2.8	1	1	-4	11
O=C(Nc1nc(-c2ccccc2)cs1)c1ccc2c(c1)S(=O)(=O)c1ccccc1C2=O	-7	-0.3	-2	-10	10	-4.6	-7	5	12	-3
COc1ccc(NC(=O)CNC(=O)CC23CC4CC(CC(C4)C2)C3)c(OC)c1	x	-1.1	x	x	-1	1.6	-8	8	4	-2
Cc1ccc(C(=O)Nc2ccccc2Oc2ccccc2)o1	-7	i	4	0	-8	1.0	-19	-6	9	20
Cc1ccc(C)c(CN2CCC(CNC(=O)CCc3nnc4ccc(N5CCCCC5)nn34)CC2)c1	10	i	-3	-7	-11	-0.4	13	6	10	25
Cc1ccc(NC(=O)N2CCCC2C(=O)NCc2ccc(Cl)cc2)cc1 (stereo not given)	12	i	5	0	3	-3.5	-8	-14	-9	-8
CCc1ccccc1NS(=O)(=O)c1ccc2[nH]cc(C(=O)NC3CCCC3)c(=O)c2c1	-11	2.6	-76	4	9	x	-1	-7	22	5
Cc1ccc(OCC(=O)NNC(=O)C(=O)N2CCCC2)c(C)c1	-7	i	-2	-7	1	x	-10	9	7	-8
CCn1c(CNc2ccc(C)cc2C)nnc1SCC(=O)N1CCCc2ccccc21	26	0.4	14	0	-6	x	16	3	-2	19
Cc1nc2ccccc2c2oc(C(=O)NCCCN3CCCC(C)C3)cc12 (stereo not given)	5	-0.1	0	-10	-3	1.5	-1	10	15	-1
Cc1ccc(S(=O)(=O)N2CC(C(=O)O)=CC[C@H]2c2ccc3c(c2)OCO3)cc1	x	-11	-6	x	-1	2.2	-6	2	12	-1
CCN1CCN(c2ccc(S(=O)(=O)N3CCCCC3)cc2NC(=O)Cc2ccccc2)CC1	x	i	4	x	-8	-0.4	-16	2	3	5
COc1ccc(/C=N\NC(=O)CC(=O)Nc2cccc(Cl)c2)cc1OC	3	0.3	-9	2	-2	0.5	x	3	10	3
CCCc1nnc2c(N(C)S(=O)(=O)c3ccccc3)nc3ccccc3n12	5	-0.2	-1	4	-4	x	-4	-6	-4	-1
CCn1nc(NC(=O)c2ccccn2)c2cc3cc(C)ccc3nc21	-4	i	5	-2	-6	x	-35	3	-7	35
Cc1ccc(-c2nnc(-n3ncc(C#N)c3N)c3ccccc23)cc1C	33	1.3	7	-1	3	0.8	-5	6	-5	1
CC(CCc1ccccc1)NC(=O)C1CCN(S(=O)(=O)c2ccc(F)cc2)CC1 (stereo not given)	6	-0.3	0	4	7	0.3	0	3	17	38
O=C(Nc1ccccc1)N(Cc1ccccc1)CC(O)C(F)(F)F (stereo not given)	16	3.0	-1	-1	0	x	-21	-6	6	-7
CCn1cc(C(=O)N[C@H](C(=O)NCCN2CCOCC2)C(C)C)c(=O)c2cc3c(cc21)OCO3	13	-0.5	0	4	-8	0.6	-10	-4	5	-1
CCOC(=O)CN1CCS(=O)(=O)CC1	21	-1.6	2	-3	-4	0.9	-16	1	8	1
Cc1ccc(S(=O)(=O)CCC(=O)NC2CCCCC2)cc1	x	-0.3	3	x	1	1.2	1	5	-1	7
O=C(NCCCN1CCOCC1)c1cccnc1	2	i	-9	-6	-5	0.7	-5	-3	-14	-4
O=C(NCc1ccccc1)c1cc(C2CCCN(C(=O)C3CCCCC3)C2)on1 (stereo not given)	x	i	x	x	4	0.5	x	x	2	29
O=C(NNC(=O)c1cccc2ccccc12)c1ccc(Cl)cc1Cl	x	i	x	x	-2	0.2	-6	-1	5	0
COC(=O)c1scc(C)c1N/N=C(\C)c1cc(F)c(Cl)cc1F	-11	3.8	-2	0	-1	x	x	-10	3	5
COc1ccc(-c2ccc(SC)nn2)cc1	19	-0.7	-9	-3	-1	1.3	2	-3	0	-6
COc1ccc(C(C)=O)cc1CSc1nnc(Nc2ccc(C)cc2C)s1	18	0.1	-2	3	4	-0.6	5	-15	19	0
Cc1cc(C)nc(NS(=O)(=O)c2ccc(NC(=O)Cc3ccc(F)cc3)cc2)n1	54*	i	-2	0	-5	1.7	-11	4	10	0
COC(=O)c1cc(C#N)c(N2CCOCC2)nc1C	2	i	-2	-7	-3	0.1	-25	-13	-10	10
C/C(N)=C(/C#N)C(=O)CSc1nc2ccccc2c(=O)n1CCCO	-4	-0.6	-16	5	3	x	-5	3	-4	-1
C/C(=N\NC(=S)Nc1ccccc1C)c1ccc(O)cc1	9	i	10	2	x	x	x	5	x	-16
O=C(CCCSc1nc2ccccc2[nH]1)NC1=NCCS1	2	4.8	2	-2	0	x	-13	-1	4	5
Cc1cccc2cc(COC(=O)c3ccccc3)c(=O)[nH]c12	15	-1.7	-4	7	-2	x	-11	-6	-1	11
CCCCCc1c(C)nc(N2CCOCC2)[nH]c1=O	-7	-9.7	9	-7	-5	x	0	9	4	2
O=C(NCc1ccco1)C1Cc2c(-c3ccccc3Oc3ccccc3)ccnc2O1 (stereo not given)	x	-0.3	x	x	-5	1.2	x	x	6	13
O=S(=O)(c1ccc(Cl)cc1)c1cnc(-c2cccnc2)nc1-c1ccccc1	33	-0.7	-3	-3	-4	x	4	-10	-8	7
CC(=O)N(O)CCCCCNC(=O)CCC(=O)N(O)CCCCCNC(=O)CCC(=O)N(O)CCCCCN	16	-0.3&12	5	-3	7&-5	-1.1&-2.7	-10	10&-4	-3&7	-8&-1
Cc1ccc(C(=O)N2CCCC(Nc3ccc(F)c(F)c3)C2)cn1 (stereo not given)	6	-0.1	-7	-4	-3	1.0	-19	6	1	2
CC(Sc1nc2ccccc2c(=O)n1Cc1ccco1)C(=O)c1ccccc1 (stereo not given)	18	2.3	-3	2	3	x	3	4	10	36
CCOP(=O)(Cc1cc(C(=O)CC)c(C)o1)OCC	-2	i	1	6	-4	0.0	8	-3	-3	0
Cc1cc(C)c2nc(SCC(=O)NCCC3=CCCCC3)cc(C)c2c1	47	-0.3	-3	0	-1	x	-15	7	3	7
COc1cc(C(=O)NCc2cc3cc(Cl)ccc3n2C)cc(OC)c1OC	8	i	4	1	7	0.4	-12	6	2	14
COC(=O)c1[nH]c2c(c1C(=O)OC)CCc1ccccc1-2	20	-0.6	-3	5	-3	0.9	-7	-13	-99	-3
O=C(NCc1cc(Br)cc(Br)c1OC(=O)c1ccccc1[N+](=O)[O-])c1ccccc1	22	i	-16	-2	-8	x	-8	0	11	-2
CCOC(=O)NC(=S)Nc1c(C)n(C)n(-c2ccccc2)c1=O	11	-0.3	-2	2	3	1.2	18&-11	9	-5	2
Cc1cc(C)n2[nH]c(=O)c(N=Nc3ccccc3)c2n1	6	i	-1	-1	-3	x	-17	0	-1	4
COC(=O)C1=C(C)NC(C)=C(C(=O)OC)C1c1cn(-c2ccccc2)nc1-c1ccco1	3	-2.1	0	0	12	x	-4	5	10	0
COc1ccc(C(CNC(=O)c2cccc(S(=O)(=O)Nc3ccc(F)cc3)c2)N(C)C)cc1 (stereo not given)	x	-5.0	x	x	-8	-0.5	5	5	2	-7
CCOC(=O)c1sc(=NC(=O)c2ccco2)n(C)c1C	14	-0.3	-6	-2	3	0.5	-7	-3	-8	-12
CNC[C@H](O)c1ccc(O)c(O)c1	9	0.2	5	1	-6	-3.8	-4	5	-1	0
CCCC(=O)N1CCC1(C)C(=O)Nc1ccc2nccnc2c1 (stereo not given)	x	i	x	x	-8	1.3	x	x	-31	-2

Only part of the results is shown; count on the stated rates, not on these rows.
